GAA spleen mod: inhibits or activates alpha-glucosidase in human spleen homogenate; human spleen homogenate, 4-MU-alpha-glucoside fluorescence; Potency, µM (series often up to 79.9 µM), for inactives: top-dose activity change, negative = inhibition, usual class: inhibitors; hit rate 0.006% among 240,000;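 also: 0% = enzyme with vehicle and -100% = no enzyme basal signal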
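Human spleen homogenate (1 ug) incubated with compounds and 1 mM 4-methylumbelliferyl-alpha-D-glucopyranoside in pH 5.0 citrate/phosphate buffer, 37 C, 40 min. Stopped at pH 10; 4-MU fluorescence (Ex 365/Em 440 nm); AC50 by Hill fit.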
GAA inhib: inhibitors of human lysosomal alpha-glucosidase. hit rate 0.005% among 200,000. purified human GAA, 4-MU-alpha-glucoside fluorescence. Potency, µM (doses to about 76.9 µM), for the others: at the top dose activity change, negative = inhibition, usual class: inhibitors. AID 1466. P10253;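 also: plate controls were uninhibited enzyme wells for no effect and no-enzyme background for full effect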
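Compounds are titrated up to 77 uM against 4 nM human enzyme. Substrate 4-methylumbelliferyl-alpha-D-pyranoside (400 uM) reacts 20 min at room temperature in pH 5.0 buffer; liberated 4-methylumbelliferone is read at 440 nm.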
TexasRed fluor: Texas Red fluorescence interference in TRb-SRC2 counter-screen. TRb/SRC2 Texas Red total fluorescence interference. Potency, µM (highest dose often 106 µM), for inactives: top-dose fluorescence change, negative = quenching. hit rate 0.29% among 280,000; active = well fitted curve in either direction with a large enough effect; inconclusive = small, poorly fitted or top-dose-only effect
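Human TRb ligand-binding domain at 0.6 uM with 20 nM Texas Red SRC2 peptide in Tris buffer containing 1 uM T3 and 5% DMSO, incubated with compound 5 h at ambient temperature. Total fluorescence (555/632 nm) calculated as parallel + 2 × perpendicular.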
L3MBTL1 inh: inhibitors of human L3MBTL1. hit rate 0.66% among 230,000. AlphaScreen L3MBTL1–H3K9me1 peptide binding. Potency, µM (top dose mostly 57.1 µM), inactives show top-dose activity, negative = inhibition, actives largely listed as inhibitors; also: nearly all actives have a fitted effect of over 60% in size
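First, the protein-peptide complex forms for 30 min at room temperature (L3MBTL1 50 nM, biotinylated H3K9me1 peptide 75 nM). Next, compounds are pin-transferred and incubated 30 min. Finally, AlphaScreen beads are added and read after 30 min.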
GoLoco inh red: inhibitors of human Gai1-RGS12 GoLoco interaction (red fluorophore); Gai1:RGS12 GoLoco peptide FP, rhodamine, 10 min; Potency, µM (series often up to 61.6 µM), inactives show at the top dose activity, negative = inhibition, hits mostly inhibitors; hit rate 0.44% among 230,000; active = well fitted inhibition curve with a large enough effect, not every such curve was filed as active; inactive = no such curve, though single readings can be large or run the other way; also: nearly all actives have a fitted effect of over 30% in size; many of its hits are not listed in these tables
Target sequence (P63096 whole entry, looked up): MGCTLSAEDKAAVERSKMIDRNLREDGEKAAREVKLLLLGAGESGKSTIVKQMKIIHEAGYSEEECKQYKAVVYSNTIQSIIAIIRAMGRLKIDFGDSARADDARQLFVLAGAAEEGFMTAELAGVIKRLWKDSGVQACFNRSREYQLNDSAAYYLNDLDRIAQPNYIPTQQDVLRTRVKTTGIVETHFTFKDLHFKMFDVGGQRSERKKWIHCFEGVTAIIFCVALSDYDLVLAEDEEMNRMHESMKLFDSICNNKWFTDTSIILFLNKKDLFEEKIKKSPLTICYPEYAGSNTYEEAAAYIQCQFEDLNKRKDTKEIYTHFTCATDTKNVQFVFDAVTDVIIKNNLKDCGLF
TRb SRC2 PPI: disrupts binding of human TR beta to SRC2 | P10828 | TRbeta-SRC2 peptide binding, fluorescence polarization; receptor liganded with 1 µM T3 | Potency, µM (series often up to 106 µM), for inactives: at the highest dose activity change, negative = inhibition, most hits filed as inhibitors | hit rate 0.065% among 280,000 | AID 1469;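 also: plate controls were bound peptide for no effect and peptide without receptor for full effect; nearly all actives have a fitted effect of over 50% in size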
Target sequence (P10828 whole entry, looked up): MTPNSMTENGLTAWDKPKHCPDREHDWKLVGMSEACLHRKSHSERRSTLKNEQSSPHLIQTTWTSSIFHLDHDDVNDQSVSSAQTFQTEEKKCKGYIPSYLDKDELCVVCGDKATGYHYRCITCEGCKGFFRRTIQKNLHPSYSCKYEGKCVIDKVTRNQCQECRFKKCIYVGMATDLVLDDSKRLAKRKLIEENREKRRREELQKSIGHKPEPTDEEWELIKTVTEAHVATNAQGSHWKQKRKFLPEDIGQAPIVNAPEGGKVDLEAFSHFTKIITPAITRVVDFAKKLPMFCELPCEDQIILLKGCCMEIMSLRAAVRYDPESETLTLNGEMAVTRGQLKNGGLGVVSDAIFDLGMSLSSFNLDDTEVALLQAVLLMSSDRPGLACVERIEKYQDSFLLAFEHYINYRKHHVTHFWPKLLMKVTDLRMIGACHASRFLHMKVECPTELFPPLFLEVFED
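Assay buffer: 20 mM Tris-HCl, 100 mM NaCl, 10% glycerol, 1 mM EDTA, 0.01% NP-40, 1 mM DTT, 1 uM T3, 5% DMSO; TRb LBD 0.6 uM, Texas Red SRC2 20 nM; FP after 5 hr.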
RECQ1 inh: RECQ1 (human) helicase inhibition | P46063 | RECQ1 DNA unwinding, red fluorescence kinetic read | Potency, µM (titrated, usually from 57.3 µM), for the others: at the top dose activity, negative = inhibition, hits mostly inhibitors | hit rate 0.54% among 240,000;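 also: plate controls were vehicle for no effect and no enzyme for full effect; nearly all actives have a fitted effect of over 30% in size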
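50 nM RECQ1T1 preincubated 15 min with compound in Tris pH 8.0 buffer with MgCl2, DTT, Tween-20 and 2.5 ug/ml poly(dI-dC); started with 200 nM TAMRA/BHQ-2 forked duplex and 2 mM ATP. Unwinding read as fluorescence (525/598 nm), two reads 2 h apart.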
GAA glycogen: alters human alpha-glucosidase cleavage of glycogen. P10253. recombinant GAA, glycogen substrate, Amplex Red glucose oxidase fluorescence. Potency, µM (highest dose often 76.4 µM), for the others: at the top dose activity change, negative = inhibition, most hits filed as inhibitors. hit rate 0.38% among 300,000. AID 2100;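 also: 0% = full enzyme reaction and -100% = no-enzyme basal signal; the screen sought inhibitors and activators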
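Natural-substrate format: glycogen cleavage by 4 nM human enzyme, glucose read by Amplex Red coupling (Ex 573, Em 610 nm). Normalized to enzyme and no-enzyme controls.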
* = called active by the depositor; i = inactive; u = inconclusive; x = not tested or not shown; [ ] = another dose, or the depositor's remark. Unless noted, calls follow the shape of the dose curve; as a rule, active = well fitted curve in the direction sought with a large enough effect; inconclusive = small, poorly fitted or top-dose-only effect, or another doubt; inactive = no such curve, though single readings can be large; an effect the other way counts as inactive or inconclusive. Unless noted, % is scaled to controls: 0 for no effect and ±100 for the full control effect; potency is read from the fitted curve at half-maximal effect. Not all compounds are listed, so the mix of outcomes need not match the whole.

Screens in order: GAA spleen mod	GAA inhib	TexasRed fluor	L3MBTL1 inh	GoLoco inh red	TRb SRC2 PPI	RECQ1 inh	GAA glycogen
> CC(C)=CC(=O)OCC(=O)Nc1cc(C)ccc1C
  0.5%	5.7%	-2.0%	0.4%	5.8%	0.3%	-15.4%	9.8%
> S=C(Nc1ccc2c(c1)OCO2)Nc1ccc2c(c1)OCO2
  -2.8%	2.6%	-1.0%	-1.8%	-6.4%	-7.3%	13.7%	u
> Cc1ccc(/C=N\NC(=O)C2CC(=O)N(c3ccccc3)C2)o1 (stereo unspecified)
  3.3%	-16.2%	-3.9%	-5.7%	-7.1%	1.2%	-9.5%	-5.4%
> COc1ccc(C)c2sc(=NC(=O)c3cccc(N4C(=O)CCC4=O)c3)n(C)c12
  2.8%	x	-0.1%	10.4%	0.2%	-0.6%	-3.0%	4.6%
> O=C(N=C1c2ccccc2CN1c1ccccc1)c1cccc([N+](=O)[O-])c1
  -4.0%	u	-1.2%	-3.9%	2.3%	-4.5%	1.2%	-10.5%
> CCc1nc(NCCN2CCOCC2)c2oc3ccccc3c2n1
  -1.7%	0.9%[15.4 µM]	-2.8%	-0.9%	0.9%	-7.7%	2.1%	6.2%
> Cc1cccc(NC(=O)Cn2c(C)c(C#N)c3ccccc32)c1C
  7.9%	5.8%	2.3%	-1.0%	16.1%	-5.0%	i	5.0%
> O=C(O)c1nn(CC(=O)N2CCN(S(=O)(=O)c3ccc(Cl)cc3)CC2)c(=O)c2ccccc12
  -6.2%	x	-0.6%	10.0%	4.9%	1.6%	i	1.2%
> Cc1ccc(NC(=O)CNc2ccccc2CN(C)C2CCCCC2)cc1
  2.3%	-12.8%	-1.0%	-18.0%	4.4%	-2.2%	-16.3%	-4.3%
> Cc1nc(Cl)c2c(n1)NC1=C(O2)C(=O)CCC1
  5.2%	-3.5%	-3.2%	-0.2%	-39.8%	1.1%	-20.4%	-3.5%
> O=C(NCc1cccs1)C1CCCN1C(=O)Nc1ccccc1 (stereo unspecified)
  -1.1%	0.8%	-5.5%	x	2.5%	-4.8%	i	4.0%
> O=S(c1ccc2ccccc2c1)c1cnns1 (stereo unspecified)
  -10.1%	-0.9%	0.5%	-7.2%	6.9%	-8.6%	-8.0%	6.2%
> CCCN(CCC)CCCNC(=S)Nc1ccc2nc(N3CCN(CC)CC3)cc(C)c2c1
  -4.3%	-10.1%	-1.0%	x	3.7%	-8.3%	16.8%	-4.5%
> CC(C)c1nnc(NC(=O)C2CCCN2C(=O)Nc2ccccc2[N+](=O)[O-])s1 (stereo unspecified)
  3.2%	-1.6%	-5.9%	4.8%	3.2%	-0.9%	-1.3%	2.2%
> O=C(Cn1cnc2c(nnn2Cc2ccccc2)c1=O)N1CCCc2ccccc21
  0.5%	1.7%	2.5%	39.1%[activator]	1.9%	5.6%	-1.2%	1.0%
> CCCCNC(=O)c1ccc(CNS(=O)(=O)c2ccc(Br)cc2)cc1
  -4.5%	-0.2%	0.1%	5.9%	1.0%	-3.4%	13.4%	25.9%
> CCN(CC)S(=O)(=O)c1ccc(N=NC2=C(O)CC(C)(C)CC2=O)cc1
  -3.3%	-7.1%	0.7%	-7.7%	5.4%	2.1%	-4.3%	2.0%
> CCN1c2ccccc2-c2nc3ccccc3n2C1c1ccccn1 (stereo unspecified)
  u	u	1.8%	19.9%	-7.8%	-18.4%	-4.6%	-5.5%
> CC(=O)c1c(COC(=O)c2ccc(C)cc2)nc2ccccc2[n+]1[O-]
  4.9%	x	-5.9%	-2.0%	-2.6%	0.7%	-11.6%	1.9%
> CCOC(=O)c1sc(=NC(=O)c2cccc(C)c2)n(C)c1C
  3.9%	u	0.6%	x	-11.1%	-8.1%	-2.9%	8.9%

Additional results follow.
Screens in order: GAA spleen mod	GAA inhib	TexasRed fluor	L3MBTL1 inh	GoLoco inh red	TRb SRC2 PPI	RECQ1 inh	GAA glycogen
> Cc1ccccc1C(=O)NC1CCN(C(=O)N(c2ccccc2)c2ccccc2)CC1
  -7.3%	1.3%	-1.8%	4.6%	-10.5%	-4.7%	-10.9%	1.7%
> COCCSc1ccccc1C(=O)N1CCN(Cc2ccc3c(c2)OCO3)CC1
  2.0%	-2.3%	3.5%	x	13.1%	-16.3%	-16.9%	-20.7%
> COc1ccccc1OCC(=O)OCC(=O)Nc1ncc(Cl)cc1Cl
  -12.3%	4.3%	1.4%	x	8.9%	-0.3%	-0.4%	0.6%
> Cc1[nH]nc2c1C1(CCC3(CC1)OCCO3)C(C#N)=C(N)O2
  -11.2%	-7.6%	-2.3%	-3.4%	-5.4%	-8.0%	11.5%	-20.9%
> c1coc(CSc2ncnc3c2oc2ccccc23)c1
  4.4%	x	5.7%	18.6%	7.9%	0.5%	2.5%	2.8%
> CCn1c(CN2CCCCCC2=O)nnc1SCc1cnc(-c2ccccc2)s1
  2.3%	3.0%	0.2%	-3.0%	-6.4%	0.9%	-2.2%	2.7%
> COc1ccc(OCC(=O)N/N=C/c2ccc(OC)c(OC)c2C(=O)O)cc1
  6.4%	4.4%	0.8%	9.8%	-4.2%	5.2%	-6.9%	2.6%
> CCCCOC(=O)CNc1nnc(SCC(=O)OCC)[nH]c1=O
  -12.6%	-4.2%	3.7%	-1.1%	-17.6%	-20.0%	-10.2%	-5.8%
> Cc1ccccc1N=C1NN=C(c2ccccc2F)CS1
  5.7%	u	-1.6%	-13.0%	14.6%	-1.7%	-0.9%	-15.6%
> C1CCN(c2c3c(nc4nnnn24)CCCC3)CC1
  -8.2%	9.4%	-1.4%	-3.9%	15.4%	4.3%	-2.7%	-6.0%
> O=C(c1cc2c(ccc3ccccc32)oc1=O)N1CCN(CCO)CC1
  u	u	-1.4%	-7.9%	-14.3%	7.8%	0.7%	0.1%
> O=C(COc1ccccc1Cl)NC(=S)Nc1cccc(NC(=O)c2ccccc2Cl)c1
  -0.7%	-0.9%	-0.8%	-12.9%	-7.7%	-5.9%	-9.7%	-0.7%
> CCOCCn1c(-c2ccc(OC)cc2)nc2ccccc21
  -2.3%	-1.3%	0.8%	x	9.5%	4.3%	-2.1%	9.2%
> O=C(CSc1cccc2cccnc12)NCc1ccco1
  2.9%	8.1%	-1.5%[53 µM]	-5.7%	5.2%	-7.6%[53 µM]	i	6.5%
> O=C(Nc1cccc(NC(=O)C2CCCO2)c1)c1ccco1 (stereo unspecified)
  5.2%	11.9%	1.9%	-2.2%	23.0%	-10.6%	2.6%	20.7%
> COC(=O)c1cc(COc2ccc3c(c2)oc(=O)c2ccccc23)c(C)o1
  0.4%	1.8%	0.6%	-1.0%	-1.9%	-0.7%	i	4.8%
> CCOc1ccc(N2C(=O)CC(Sc3nnnn3-c3ccccc3)C2=O)cc1 (stereo unspecified)
  -3.8%	9.6%	0.2%	4.0%	5.6%	10.6%	-4.4%	-6.4%
> CCCCCn1c(=O)[nH]c2c(c1=O)CCC2
  -4.6%	-8.0%	0.6%	-1.5%	1.2%	-17.8%	i	-2.2%
> CCO/N=C(/C)c1c(O)cc(C(C)(C)C)n(-c2ccccc2)c1=O
  -3.7%	1.9%	-2.4%	-0.2%	9.2%	2.7%	-19.2%	-8.4%
> CC(Cl)C(=O)NNc1cccc(Cl)n1 (stereo unspecified)
  2.6%	1.0%	-2.5%	-0.7%	2.3%	6.6%	-5.7%	u

As entered above.
In GAA inhib, CCO/N=C(/C)c1c(O)cc(C(C)(C)C)n(-c2ccccc2)c1=O has 1.9%
In GAA inhib, Cc1[nH]nc2c1C1(CCC3(CC1)OCCO3)C(C#N)=C(N)O2 has -7.6%
In GAA spleen mod, C1CCN(c2c3c(nc4nnnn24)CCCC3)CC1 has -8.2%

2 of the compounds above, with tabs.
canonical_smiles	GAA spleen mod	GAA inhib	TexasRed fluor	L3MBTL1 inh	GoLoco inh red	TRb SRC2 PPI	RECQ1 inh	GAA glycogen
O=C(c1cc2c(ccc3ccccc32)oc1=O)N1CCN(CCO)CC1	u	u	-1.4%	-7.9%	-14.3%	7.8%	0.7%	0.1%
O=C(COc1ccccc1Cl)NC(=S)Nc1cccc(NC(=O)c2ccccc2Cl)c1	-0.7%	-0.9%	-0.8%	-12.9%	-7.7%	-5.9%	-9.7%	-0.7%

(more compounds)
Screens in order: GAA spleen mod	GAA inhib	TexasRed fluor	L3MBTL1 inh	GoLoco inh red	TRb SRC2 PPI	RECQ1 inh	GAA glycogen
> CC(NC(=O)c1sc2cc([N+](=O)[O-])ccc2c1Cl)C(C)(C)C (stereo unspecified)
  -3.1%	-2.2%	-4.1%	0.3%	x	-0.1%	-8.9%	-1.8%
> COc1ccc(C(=O)CN2CCN(S(=O)(=O)c3cccc([N+](=O)[O-])c3)CC2)cc1
  -1.6%	-1.8%	1.4%	-6.2%	-4.4%	2.8%	-5.4%	17.7%
> CC(C)(C)C(=O)NC1CCN(C(=O)N2CCCC2)CC1
  -11.1%	5.6%	0.8%	12.8%	6.4%	5.9%	-6.1%	2.0%
> CCOc1ccc2[nH]c(C)c(CN3CCN(C)CC3)c(=O)c2c1
  -4.7%	0.9%	-3.0%	x	4.8%	-9.2%	-8.9%	-1.2%
> Cc1ccc(/C=C/C(=O)OCc2nc(N)nc(Nc3ccccc3C)n2)o1
  10.6%	-1.2%	-0.5%	-15.4%	0.0%	-4.0%	-13.5%	-2.5%
> COc1ccc(C2C(C(=O)c3sc(C)nc3C)=C(O)C(=O)N2CCCn2ccnc2)cc1OC (stereo unspecified)
  -9.6%	u	0.5%	4.8%	9.2%	-26.6%	-15.4%	3.1%
> O=C(NCc1ccco1)C(=O)NCC1OCCN1S(=O)(=O)c1cc(F)ccc1F (stereo unspecified)
  3.0%	x	-2.7%	x	13.8%	4.4%	17.8µM*	-3.4%
> C=CC(=O)OCCCCCCOC(=O)C=C
  -5.9%	x	3.6%[201 µM]	x	1.5%	7.9%[201 µM]	-2.0%	x
